Source: PubChem (several laboratories)
3CLpro inhibitor – SARS-CoV 3CLpro protease inhibition; recombinant SARS-CoV 3CLpro, quenched FRET peptide cleavage; P0C6X7; AID 1706; actives 0.14% (n = 290,000); inhibition, % at 6 µM; in the data active = inhibition above about 12%
Anthrax LF inh2 – anthrax lethal factor protease inhibition | P15917 | multiplex microsphere protease cleavage assay, LF | inhibition, % at 10 µM | actives 0.12% (n = 360,000) | AID 588501; in the data active = inhibition above about 30%; also: plate controls were buffer without enzyme for full effect and enzyme alone for no effect
Target sequence (P15917 whole entry, looked up): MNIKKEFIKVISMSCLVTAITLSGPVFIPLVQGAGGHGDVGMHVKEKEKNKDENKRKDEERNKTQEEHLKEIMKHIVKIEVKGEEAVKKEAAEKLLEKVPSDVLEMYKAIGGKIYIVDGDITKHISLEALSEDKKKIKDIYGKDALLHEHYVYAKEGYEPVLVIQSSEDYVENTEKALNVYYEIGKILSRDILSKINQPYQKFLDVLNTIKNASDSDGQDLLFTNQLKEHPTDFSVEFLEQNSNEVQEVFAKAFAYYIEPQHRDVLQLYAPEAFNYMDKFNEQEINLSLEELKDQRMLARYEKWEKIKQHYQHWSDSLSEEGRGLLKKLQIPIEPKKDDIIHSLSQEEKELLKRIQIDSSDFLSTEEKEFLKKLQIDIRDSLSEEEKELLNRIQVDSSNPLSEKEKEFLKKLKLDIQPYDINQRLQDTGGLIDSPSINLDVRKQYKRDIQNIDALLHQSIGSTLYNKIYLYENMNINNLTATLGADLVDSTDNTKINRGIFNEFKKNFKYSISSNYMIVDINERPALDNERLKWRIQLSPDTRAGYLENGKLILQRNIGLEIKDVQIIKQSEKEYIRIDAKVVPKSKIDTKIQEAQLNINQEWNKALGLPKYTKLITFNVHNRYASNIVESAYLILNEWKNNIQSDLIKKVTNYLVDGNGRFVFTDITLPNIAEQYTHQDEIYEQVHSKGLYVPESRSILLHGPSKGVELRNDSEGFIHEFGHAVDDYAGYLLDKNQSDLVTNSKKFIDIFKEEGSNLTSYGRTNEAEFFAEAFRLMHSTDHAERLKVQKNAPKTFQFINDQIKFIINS
Rv3671c inh – Rv3671c (M. tuberculosis) protease inhibition; P9WHR9; inhibition, % at 5.96 µM; actives 0.048% (n = 320,000); in the data active = inhibition above about 38%;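 also: extracellular domain of Rv3671c used as enzyme; 0% = enzyme with DMSO and 100% = no enzyme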
DUSP3 inh – blocks human VHR1 dual specificity phosphatase; P51452; recombinant VHR phosphatase, pNPP absorbance; inhibition, % at 13.3 µM; actives 0.52% (n = 290,000); in the data active = inhibition above about 50%; also: some compounds called inactive have numbers as strong as hits
Target sequence (P51452 whole entry, looked up): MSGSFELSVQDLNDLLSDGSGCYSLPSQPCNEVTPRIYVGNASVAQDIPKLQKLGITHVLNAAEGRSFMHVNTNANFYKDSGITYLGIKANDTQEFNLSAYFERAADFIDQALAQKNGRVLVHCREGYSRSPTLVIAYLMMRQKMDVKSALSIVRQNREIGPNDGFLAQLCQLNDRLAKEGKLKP
Y pestis TopoI – blocks Yersinia pestis topoisomerase I activity | Y. pestis Topo-I cleavage product accumulation, plate reader | activity, % at 10 µM | actives 0.064% (n = 360,000); in the data active = activity above about 50%, passing the limit was not always enough; also: inactives centre near 2
MazEF act – MazEF (E. coli) toxin RNase activation | P0AE70 | FAM/BHQ RNA-DNA oligo cleavage fluorescence, 5 h | activation, % at 20 µM | actives 0.32% (n = 350,000) | AID 504720; in the data active = activation above about 50%
Target sequence (P0AE70 whole entry, looked up): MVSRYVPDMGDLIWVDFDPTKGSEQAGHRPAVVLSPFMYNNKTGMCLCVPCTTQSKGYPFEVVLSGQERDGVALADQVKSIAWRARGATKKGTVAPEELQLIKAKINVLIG
Vc quorum ag – quorum light induction in luxS cqsA deficient V. cholerae; V. cholerae BH1578 lux reporter, luminescence, 6 h; activation, % at 18.7 µM; actives 0.16% (n = 350,000); AID 588436; in the data active = activation mostly above about 9.7%, no sharp cut-off; also: not every result past the cut was called active; inactives centre near 0; reference of the scale not given here
PriA SSB inh – K. pneumoniae PriA-SSBct interaction inhibition | AlphaScreen SSBct-PriA binding, biotinylated peptide | inhibition, % at 33 µM | actives 0.6% (n = 430,000); in the data active = inhibition mostly above about 37%, no sharp cut-off; inactive = mostly below about 20%;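 also: plate controls were negative control peptide for no effect and reference peptide for full effect; strong numbers were not always called active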
PfHsp40 yeast – rescue of PfHsp40-mediated yeast toxicity; actives 0.68% (n = 340,000); AID 504582; growth rescue, % at 12.5 µM; S. cerevisiae expressing PfHsp40, growth rescue, ATP luminescence; in the data active = growth rescue above about 28%, passing the limit was not always enough;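 also: yeast W303a lacking pdr1 and pdr3 grown in galactose medium; growth measured after three days at 30 °C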
TcdB GH inh – TcdB glycohydrolase inhibition; AID 652162; inhibition, % at 9.99 µM; actives 0.24% (n = 350,000); P18177; TcdB glycohydrolase enzymatic assay, plate reader; in the data active = inhibition above about 10%
* = called active by the depositor; i = inactive; x = no result given; & = joins results of further samples. These rows are one share of the data; the hit share may differ from the screen's.

SMILES	3CLpro inhibitor	Anthrax LF inh2	Rv3671c inh	DUSP3 inh	Y pestis TopoI	MazEF act	Vc quorum ag	PriA SSB inh	PfHsp40 yeast	TcdB GH inh
C=CCn1c(C(CCCC)CC(O)COCCC)n[nH]c1=S (centres undefined)	3	-1	-14	23	-5	-4	-2.0	-10	1.0	0.6
CCc1ccc(-n2c(SCC(=O)NC3CCS(=O)(=O)C3)nc3ccccc3c2=O)cc1 (centres undefined)	x	-2	3	x	6	11	-0.9	8	-2.1	0.7
O=C(Cn1ncc2c(=O)oc3ccccc3c21)N1CCN(C(=O)c2ccco2)CC1	1	-2	1	25	4	11	-3.6	1	1.2	x
CC(OC(=O)CC1Sc2ccccc2NC1=O)C(=O)NC1CCCC1 (centres undefined)	7	0	1	30	8	10	i	1	-0.5	0.2
CCCC(C)n1[nH]c(=O)c2c(C)cc(C)nc21 (centres undefined)	-6	-1	11	9	-7	7	-0.8	0	-0.8	x
CCc1ccc(N(CC(=O)N2CCN(Cc3ccccc3)CC2)S(C)(=O)=O)cc1	3	-10	x	8	9	1	i	-7	-0.2	1.5
Cc1c(C(=O)NCc2ccco2)oc2ccc(S(=O)(=O)N3CCC4(CC3)OCCO4)cc12	0	-3	-5	22	11	-1	0.3	-5	-0.3	x
Fc1ccc(-n2cc(-c3ccccc3)[n+]3c2SCC3)cc1	2	-4	-4	-3	0	-2	i	1	0.9	-2.6
OC[C@@H]1CN(Cc2ccncc2)C[C@H](n2cnc3c(NCc4ccncc4)ncnc32)O1	x	-3	x	x	-5	x	i	x	x	2.6
CCOC(=O)C(=Cc1ccccc1)C(=O)c1ccccc1	x	0	x	x	14	4	3.7	x	x	1.9
Cc1noc(C)c1C(=O)Nc1ccccc1C(=O)NCCc1ccccc1	-4	-4	6	2	-5	8	-2.2	-5	-0.1	0.3
CCOC(=O)N1CCN(C(=O)Cc2cccc3ccccc23)CC1	-3	-2	-16	26	2	-5	-2.9	-2	-0.5	1.4
CSCCC(NS(=O)(=O)c1cccs1)C(=O)NCc1ccccc1 (centres undefined)	-8	0	5	3	1	-4	-0.2	-2	-0.3	0.8
CCCCn1c(N)c(N(CCOC)C(=O)COC(=O)CSc2cc(C)c3ccccc3n2)c(=O)[nH]c1=O	x	-2	-4	x	21	3	-2.8	-3	-1.7	-0.5
O=C(c1ccc(N2CCN(C3CC(=O)N(Cc4cccs4)C3=O)CC2)cc1)c1cccnc1 (centres undefined)	-1	5	10	12	-1	0	i	-6	-0.2	-0.2
C[C@@H](C(=O)N[C@@H](Cc1ccccc1)C(=O)O)n1nnc2ccccc2c1=O	-2	-5	1	13	-3	-28	-0.5	7	1.2	-1.5
O=C(CSc1nc2nn(-c3ccccc3)c(=O)c-2c2n1CCCCC2)Nc1ccc(OC(F)F)cc1	x	-5	-3	x	1	3	-2.9	-4	1.1	-0.6
O=C(CSC1CC(=O)N(CCc2ccccc2)C1=O)Nc1ccc(Br)cc1 (centres undefined)	2	1	1	17	4	-4	x	-6	0.4	x
O=C(NCC(c1cccs1)N1CCOCC1)c1cc([N+](=O)[O-])cc([N+](=O)[O-])c1 (centres undefined)	5	-3	7	-4	-7	-10	-0.6	-8	-0.3	1.3
COC(=O)c1cn(S(=O)(=O)c2ccccc2)c2ccccc12	-1	-13	-7	31	-1	11	0.6	-6	1.2	-0.3
CCC(C)(C)C1CCc2[nH]nc(C(=O)O)c2C1 (centres undefined)	x	-10	7	x	8	1	-0.4	5	0.1	1.3
Cc1cc(C)n2nc(Sc3ncccc3[N+](=O)[O-])nc2n1	1	8	1	14	-2	-3	-0.9	-4	x	-0.1
O=[N+]([O-])c1ccc(CSc2nc3ccccc3[nH]2)cc1	2	-2	-4	28	-9	0	-0.4	-1&-2	-0.1	2.1
O=C(Nc1ccccc1)c1n[nH]c(Cn2cncn2)n1	-1	-5	-3	10	10	-2	i	2	0.3	x
COc1cccc(OC)c1C(=O)Nc1ccccc1C(=O)N1CCCC1	-4	0	x	23	11	-2	-0.6	-5	-0.2	-1.1

3 successive records from above, for reference:
SMILES	3CLpro inhibitor	Anthrax LF inh2	Rv3671c inh	DUSP3 inh	Y pestis TopoI	MazEF act	Vc quorum ag	PriA SSB inh	PfHsp40 yeast	TcdB GH inh
CCOC(=O)C(=Cc1ccccc1)C(=O)c1ccccc1	x	0	x	x	14	4	3.7	x	x	1.9
Cc1noc(C)c1C(=O)Nc1ccccc1C(=O)NCCc1ccccc1	-4	-4	6	2	-5	8	-2.2	-5	-0.1	0.3
CCOC(=O)N1CCN(C(=O)Cc2cccc3ccccc23)CC1	-3	-2	-16	26	2	-5	-2.9	-2	-0.5	1.4

Carrying on.
SMILES	3CLpro inhibitor	Anthrax LF inh2	Rv3671c inh	DUSP3 inh	Y pestis TopoI	MazEF act	Vc quorum ag	PriA SSB inh	PfHsp40 yeast	TcdB GH inh
O=C(CSc1nnc(COc2ccc(Cl)cc2)o1)NC1CCCCC1	x	2	4	x	3	-1	-0.2	2&-2	-0.3	-0.2
O=C(NCc1ccco1)c1cc(S(=O)(=O)N2CCCCC2)ccc1Cl	x	10	-1	x	-8	-1	i	1	1.2	-3.2
Fc1ccc(CNC(=S)Nc2ccc(Cl)cc2Cl)cc1	7	-5	-17	-9	14	9	-0.3	-14	-3.2	x
Cn1nc(C(F)(F)F)c(-c2ccc(Br)cc2)c1NC(=O)c1cccnc1	2	5	0	0	-6	-5	-1.4	-17	0.6	-0.7
CS(=O)(=O)c1ccc(Nc2nc(C(N)Cc3ccc(F)cc3)cs2)cc1 (centres undefined)	x	-1	x	x	-3	x	i	x	x	-1.8
Cc1nc2cc3nc(C(F)(F)F)[nH]c3cc2[nH]1	1	1	0	-2	-2	-5	i	-1	-0.8	0.0
Cn1cnc(C(F)(F)F)c1-c1ccc([N+](=O)[O-])cc1	-1	0	6	-3	-7	5	-0.3	3	0.5	x
Cc1ccnc(NC(=O)/C=C/c2cccs2)c1	3	0	10	-4	-3	1	i	-20	1.0	x
COc1ccc(-c2sc3ccccc3c2-c2ccc(OCCN3CCCCC3)cc2)cc1	x	1	0	x	-1	-5	i	20	0.0	0.1
N#Cc1ccc(NC(=O)CN2C(=O)NC3(CCCC3)C2=O)cc1	-2	-2	1	32	4	12	i	7	-1.7	-3.5
CCN(CC(=O)Nc1ccc(NC(C)=O)cc1)C(=O)/C=C/c1ccccc1	x	3	-2	x	-6	0	-3.7	-5	0.9	-0.1
CCN(C(=O)CSc1nc2ccc([N+](=O)[O-])cc2s1)C1CCS(=O)(=O)C1 (centres undefined)	2	5	1	30	0	5	-0.6	3	-0.5	-0.8
O=C(NCc1ccccc1)C1CCC(=O)N(CCCN2CCCC2=O)C1 (centres undefined)	2	-4	4	17	4	2	-0.1	1	1.0	-0.1
CC(C)Oc1cccc(C(=O)Nc2ccc(N3CCN(C)CC3)cc2)c1	0	-2	-3	27	-11	4	-0.4	-5	-2.0	1.6
CC(C)N(Cc1nc(-c2ccccc2)no1)C(=O)CN(C)S(=O)(=O)c1ccc(Br)cc1	-2	-6	-1	14	32	-4	-0.4	-12	0.1	x
CS(=O)(=O)N1CCN(c2ccc(NC(=O)COc3ccccc3[N+](=O)[O-])cc2)CC1	1	0	-2	0	14	1	0.1	6	1.4	1.8
O=C(NC1CCCCC1)c1cc(S(=O)(=O)N2CCOCC2)c(Cl)cc1Cl	10	0	1	20	7	-26	-0.2	-4	-0.7	2.2
Cc1c(C(=O)N2CCCCC2)c(S(=O)(=O)N2CCN(c3ccc(Cl)cc3)CC2)c(C)n1C	2	-1	1	-2	22	7	-0.5	22	0.9	1.2
COc1cc(SC)ccc1C(=O)N(C)CC(=O)Nc1cccc2ccccc12	x	-5	-5	x	15	4	-1.6	-5	0.4	0.4
CC(C)(C)NC(=O)C(c1ccccn1)N(C(=O)C1CSC(=O)C1)c1ccccc1F (centres undefined)	-3	-2	1	12	4	6	-0.9	-19	-0.3	0.7
N#Cc1ccccc1OCC(=O)Nc1cccc(S(=O)(=O)N2CCCCCC2)c1	x	0	-30	x	16	-9	i	-12	-0.2	1.5
Cc1ccc(C(=O)N2CCCCC2)cc1S(=O)(=O)N1CCOCC1	3	4	3	6	-6	2	i	-12	0.2	0.8
CC(=O)OC1(C)C=Cc2ccccc2C1=NS(=O)(=O)c1ccccc1 (centres undefined)	x	0	x	x	-1	4	4.8	x	x	1.5
Cc1ccc(CCC(=O)Nc2ccc(Cl)cc2Cl)o1	x	-5	x	x	12	-9	0.8	x	x	-0.8
OCCNc1ncnc2c1cnn2Cc1ccccc1	-3	-3	x	10	-5	-3	-0.9	-10	-1.1	0.8

Brought forward from above: five entries, then new ones.
SMILES	3CLpro inhibitor	Anthrax LF inh2	Rv3671c inh	DUSP3 inh	Y pestis TopoI	MazEF act	Vc quorum ag	PriA SSB inh	PfHsp40 yeast	TcdB GH inh
N#Cc1ccccc1OCC(=O)Nc1cccc(S(=O)(=O)N2CCCCCC2)c1	x	0	-30	x	16	-9	i	-12	-0.2	1.5
Cc1ccc(C(=O)N2CCCCC2)cc1S(=O)(=O)N1CCOCC1	3	4	3	6	-6	2	i	-12	0.2	0.8
CC(=O)OC1(C)C=Cc2ccccc2C1=NS(=O)(=O)c1ccccc1 (centres undefined)	x	0	x	x	-1	4	4.8	x	x	1.5
Cc1ccc(CCC(=O)Nc2ccc(Cl)cc2Cl)o1	x	-5	x	x	12	-9	0.8	x	x	-0.8
OCCNc1ncnc2c1cnn2Cc1ccccc1	-3	-3	x	10	-5	-3	-0.9	-10	-1.1	0.8
O=C(NCc1ccco1)c1cccn2c(=O)c3sccc3nc12	-4	12	4	x	2	8	-0.3	-7	-0.5	x
COCc1nnc(NC(=O)CC(C)c2ccccc2)s1 (centres undefined)	0	-2	-4	-11	5	9	-0.3	-7	-0.2	x
Cc1csc(NC(=O)c2cccnc2)n1	2	8	8	-6	1	7	-0.6	-4	-0.9	-0.2
O=C(Cc1c[nH]c2ccccc12)N1CCN(S(=O)(=O)c2ccc(F)cc2)CC1	x	0	x	x	-4	11	i	x	x	0.0
CCC(C)NC(=O)CSc1ncccc1C(=O)O (centres undefined)	3	5	8	29	5	1	1.7	-7	-0.5	x
C[N+](C)(C)C[C@H](O)CC(=O)O	x	-3	1	x	-5	1	i	-3	1.7	1.6
CCC(=O)c1cc(F)ccc1OCC(=O)N1CCN(c2ccc(F)cc2)CC1	7	4	0	13	-2	-2	0.4	3	1.0	0.0
CCOC(=O)c1c(S(=O)(=O)N2CCC(C)CC2)c(C)n(C)c1C	-4	3	7	43	4	-23	i	-10	-1.3	2.5
Cc1ccccc1CN1C[C@@H]2C[C@@H](c3cn(C)nc3-c3ccccc3)N3CCC[C@@]23C1=O	0	-6	-8	6	3	-8	-0.6	5	1.5	0.6
CCOC(=S)N/C(=N\S(C)(=O)=O)c1ccccc1	0	4	-1	14	8	-7	-0.5	x	1.0	0.9
CCOC(=O)C1(Cc2ccccc2C)CCCN(C(=O)c2ccc(OC)o2)C1 (centres undefined)	1	-1	-4	23	31	-5	-0.1	-12	-0.6	0.3
CCN(c1ccccc1)S(=O)(=O)c1ccc(C(=O)N(C)CCc2ccc(OC)c(OC)c2)cc1	0	3	-11	-2	-3	1	i	8	-0.2	0.5
Cc1cc(-c2cc(-c3ccccc3)on2)nc(NCC2CC2)n1	x	-9	-10	15	11	2	-0.3	-4	-0.8	0.1
Cc1ccc(O)c(NC(=O)c2cc(-c3ccco3)on2)c1	2	-3	-5	-7	-9	16	-0.3	-2	-0.7	0.2
O=C(Nc1cccc(-c2csc(Nc3ccccc3)n2)c1)c1cc([N+](=O)[O-])cc(C(F)(F)F)c1	3	-4	15	25	-9	-12	-1.1	-39	-0.7	0.3
CC(=O)N1CCN(C(=S)c2cccc([N+](=O)[O-])c2)CC1	1	-2	0	5	0	5	-6.8	-11&-4	-2.1	0.4
COc1cc(/C=N\NC(=O)c2ccc(C)nc2)ccc1OC(=O)c1cccc(F)c1	-2	3	-46	15	8	11	-0.3	x	0.2	-12
Oc1ccc(/C=N/Nc2cc(N3CCOCC3)nc(N3CCOCC3)n2)cc1	1	-2	-11	x	-12	0	-3.0	x	0.0	x
COc1ccc(OC(=O)N(C)C)c(CN(C)C)c1	-3	0	2	23	-4	5	i	-20	-0.5	x
